Screens from PubChem.
ARNT TACC3 PPI = disrupts binding between human ARNT and TACC3; AlphaScreen His-ARNT PAS-B/GST-TACC3 binding, luminescence; TACC3 fragment carries E629A point mutation; actives 0.66% (n = 390,000); inhibition, % at 9.99 µM;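 active means mean inhibition of replicates at least 50% and at least half of replicates each reaching 50%; inconclusive means half or more replicates reach 50% but mean below 50%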;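 further: 0% = complete ARNT plus TACC3 wells and 100% = ARNT alone without TACC3; many hits fall short of the cut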
ERp5 block = ERp5 (human) disulfide isomerase inhibition. actives 0.05% (n = 350,000). inhibition, % at 9.99 µM. ERp5 insulin aggregation, absorbance 650 nm, 90 min. AID 651711;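 active means mean replicate inhibition above about 25%, with every replicate also reaching it, limit read from the data, passing the limit was not always enough; inconclusive means only one of those two criteria met; inactive means neither criterion met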
Target sequence (Q15084 whole entry, looked up): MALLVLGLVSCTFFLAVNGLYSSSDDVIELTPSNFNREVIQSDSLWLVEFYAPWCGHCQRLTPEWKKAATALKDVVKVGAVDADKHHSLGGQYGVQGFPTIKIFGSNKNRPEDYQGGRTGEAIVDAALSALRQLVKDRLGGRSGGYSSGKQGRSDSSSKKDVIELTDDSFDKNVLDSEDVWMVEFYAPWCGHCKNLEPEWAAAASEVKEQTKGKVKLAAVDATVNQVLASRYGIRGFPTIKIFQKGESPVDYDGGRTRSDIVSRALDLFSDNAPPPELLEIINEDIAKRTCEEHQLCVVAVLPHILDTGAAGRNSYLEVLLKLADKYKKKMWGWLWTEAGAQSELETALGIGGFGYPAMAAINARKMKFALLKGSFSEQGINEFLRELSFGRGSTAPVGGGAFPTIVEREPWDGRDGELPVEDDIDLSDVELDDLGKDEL
Xi reactivation = reactivates the inactive X chromosome in mouse fibroblasts; activation, % at 7.58 µM; AID 743238; XiGFP mouse fibroblasts, % GFP-positive cells imaging, 3 d; cells co-treated with 5-aza-dC sensitizer; scaled so ellipticine positive control = 100%; actives 0.055% (n = 360,000);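 active means mean normalized replicate activation at least 10% and every replicate at or above 10%; inconclusive means only one of the two criteria met; inactive means mean below 10% and not all replicates reach 10%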;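 further: 0% = median of on-plate neutral control wells and 100% = ellipticine 6 µM median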
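Assay system: SV40-immortalized XiGFP fibroblast cells, line 68-5-11; buffer or medium: DMEM plus 5-aza-dC sensitizer; compound: one concentration, pinned; timing: compounds 3 days, fix/stain 15 min at room temperature; benchmarks: positive control ellipticine, 6 µM final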
PAX8 inh HTS = lowers PAX8-driven luciferase in RMG-I cells; actives 1.2% (n = 360,000); AID 652154; RMG-I TPO-luciferase reporter, SteadyGlo, 24 h; inhibition, % at 12.6 µM;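 active means mean replicate inhibition at least 60% with every replicate also reaching 60%; inconclusive means only one of the two criteria is met; inactive means mean below 60% and not all replicates reaching 60%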;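 further: luciferase light reporting Pax8 driven TPO promoter activity; plate controls were median of neutral control wells for no effect and mitoxantrone controls for full effect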
DENV2 CPE rescue = inhibitors of DENV2 cytopathic effect; DENV2-infected cells, cytopathic effect rescue, plate reader; actives 1.7% (n = 350,000); CPE inhibition, % at 9.99 µM; in the data active means CPE inhibition above about 20%, passing the limit was not always enough; inconclusive means no clear call, values can overlap the other calls; tested in BHK-21 cells;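 further: 0% = median of neutral control wells and 100% = median of positive control wells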
EWS-Fli block = blocks EWS/Fli oncoprotein-driven transcription. actives 0.67% (n = 350,000). A673 NR0B1-luciferase reporter, viability-normalised. inhibition, % at 12.6 µM;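 active means mean inhibition of at least 50% after viability correction, with every replicate also passing that limit; inconclusive means mean reaches 50% but only one of two replicates passes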;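 further: firefly luciferase signal divided by Alamar Blue viability fluorescence both relative to DMSO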
GSIS activator = primary screen for activators of insulin secretion dependent on glucose, INS-1E cells, GLuc reporter luminescence. INS-1E GLuc reporter insulin secretion, 2-3 h. activation, % at 16.6 µM. actives 0.61% (n = 370,000). AID 743287;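 active means lowest replicate activation of at least 40%, so every replicate reaches that level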;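 further: 0% = median of neutral control wells and 100% = median of IBMX positive control wells; some compounds called inactive have numbers as strong as hits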
CFTR F508del cor = CFTR F508del correction in bronchial cells. CFBE cells, YFP halide quenching; stimulated with forskolin plus potentiator P3; % fluorescence drop versus neutral controls. activity (quench increase), % at 7.58 µM. actives 0.36% (n = 350,000);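 active means mean added fluorescence quench of at least 8% versus neutral control, with both replicates also reaching 8%; inconclusive means only one of the mean or replicate conditions met; inactive means mean below 8% and not both replicates reaching 8%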;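 further: cells transiently co-express mutant CFTR-F508del with the halide-sensitive YFP; corrector assay measuring rescue of mutant channel to the surface after 24 h compound exposure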
* = called active by the depositor; u = inconclusive; x = not tested or not shown.

Start of the listing, in advance (nine entries):
SMILES	ARNT TACC3 PPI	ERp5 block	Xi reactivation	PAX8 inh HTS	DENV2 CPE rescue	EWS-Fli block	GSIS activator	CFTR F508del cor
CC(=O)N1c2ccc(S(=O)(=O)NCCC(=O)Nc3ccc(OC(F)(F)F)cc3)cc2CC1C (stereo not drawn)	5	5	0.1	10	5	11	0	-0.6
CCCOc1ccc(-c2csc(N)n2)cc1[N+](=O)[O-]	21	4	0.0	-218	-5	-114	17	-0.2
COc1ccc(CN(C)C[C@@H]2OCCCC[C@H](C)Oc3ccc(NC(=O)Nc4cccc5ccccc45)cc3C(=O)N([C@@H](C)CO)C[C@H]2C)cc1	17	3	0.1	1	-3	17	-10	-2.5
O=C(NCc1nnc(SCC(=O)N2CCCc3ccccc32)o1)c1c(F)cccc1Cl	18	-4	-0.1	0	-12	2	-15	x
C[C@H]1CN([C@@H](C)CO)C(=O)c2cc(NC(=O)Cn3cnnn3)ccc2O[C@@H]1CN(C)Cc1ccccc1	3	-3	-1.2	-8	4	-3	26	-0.4
CCCC(=O)Nc1ccc2c(c1)C(=O)N(C)[C@@H]1CC[C@@H](CC(=O)NCC(F)(F)F)O[C@@H]1CO2	-8	x	0.4	-3	5	-2	8	-1.7
CCOC(=O)C(CCc1nnc(N)s1)C(=O)OCC	12	-3	x	x	x	-2	-2	0.7
C[C@H](CO)N1C[C@H](C)[C@H](CN(C)S(=O)(=O)c2cccc(F)c2)Oc2ncc(-c3ccccc3)cc2C1=O	0	1	-0.8	x	4	15	-28	-0.6
C[C@H](CO)N1C[C@H](C)[C@H](CN(C)S(=O)(=O)c2ccc(Cl)cc2)Oc2ccc(NC(=O)CCCN(C)C)cc2C1=O	x	-5	-0.5	0	-13	15	8	-1.3

This part in full, repeating the preview:
SMILES	ARNT TACC3 PPI	ERp5 block	Xi reactivation	PAX8 inh HTS	DENV2 CPE rescue	EWS-Fli block	GSIS activator	CFTR F508del cor
CC(=O)N1c2ccc(S(=O)(=O)NCCC(=O)Nc3ccc(OC(F)(F)F)cc3)cc2CC1C (stereo not drawn)	5	5	0.1	10	5	11	0	-0.6
CCCOc1ccc(-c2csc(N)n2)cc1[N+](=O)[O-]	21	4	0.0	-218	-5	-114	17	-0.2
COc1ccc(CN(C)C[C@@H]2OCCCC[C@H](C)Oc3ccc(NC(=O)Nc4cccc5ccccc45)cc3C(=O)N([C@@H](C)CO)C[C@H]2C)cc1	17	3	0.1	1	-3	17	-10	-2.5
O=C(NCc1nnc(SCC(=O)N2CCCc3ccccc32)o1)c1c(F)cccc1Cl	18	-4	-0.1	0	-12	2	-15	x
C[C@H]1CN([C@@H](C)CO)C(=O)c2cc(NC(=O)Cn3cnnn3)ccc2O[C@@H]1CN(C)Cc1ccccc1	3	-3	-1.2	-8	4	-3	26	-0.4
CCCC(=O)Nc1ccc2c(c1)C(=O)N(C)[C@@H]1CC[C@@H](CC(=O)NCC(F)(F)F)O[C@@H]1CO2	-8	x	0.4	-3	5	-2	8	-1.7
CCOC(=O)C(CCc1nnc(N)s1)C(=O)OCC	12	-3	x	x	x	-2	-2	0.7
C[C@H](CO)N1C[C@H](C)[C@H](CN(C)S(=O)(=O)c2cccc(F)c2)Oc2ncc(-c3ccccc3)cc2C1=O	0	1	-0.8	x	4	15	-28	-0.6
C[C@H](CO)N1C[C@H](C)[C@H](CN(C)S(=O)(=O)c2ccc(Cl)cc2)Oc2ccc(NC(=O)CCCN(C)C)cc2C1=O	x	-5	-0.5	0	-13	15	8	-1.3
Cc1n[nH]c(=O)c2c(NC(=O)CSc3nnc(-c4ccco4)n3C)oc(C)c12	0	-12	0.1	-17	-3	2	12	3.9
COCCNC(=O)Cc1c(C)c2c(cc(C)c3c(C(C)(C)C)coc32)oc1=O	0	2	0.3	30	0	u	-41	-1.0
COc1ccc(CCNc2ccc(C(=O)O)cc2[N+](=O)[O-])cc1OC	x	5	-0.1	6	7	-3	-20	3.9
COc1ccc(Br)c(OC)c1C(=O)NC(=O)Nc1nc(C)cc(C)n1	1	2	0.0	3	-8	-61	8	-0.9
CC(=O)N(C)C[C@H]1Oc2cc(-c3ccccc3C)ccc2S(=O)(=O)N([C@@H](C)CO)C[C@@H]1C	-3	6	-1.8	x	-11	-8	20	-3.5
Cc1ccc(OCC(=O)O/N=C(\N)c2ccccn2)cc1	0	-2	0.1	-166	-4	-106	16	-1.6
O=C(COc1ccc2c(c1)oc(=O)c1ccccc12)N[C@@H](Cc1c[nH]c2ccccc12)C(=O)O	14	-4	x	x	-1	2	3	2.9
COc1ccc(COc2ccc3c(C)cc(=O)oc3c2)cc1	-29	0	0.0	-191	2	-138	-14	3.4
C#CCNc1ccc([N+](=O)[O-])cc1	-4	6	0.5	-6	-2	-8	-4	-3.9
O=C(NCc1ccc2c(c1)OCO2)c1cc(F)c(F)cc1Cl	1	-4	0.0	-18	16	-13	-1	0.2
O=C(CCCOc1ccc(Br)cc1)NNC(=O)c1ccncc1	2	-2	-0.2	4	-6	1	-9	0.4
CCC(=O)Nc1ccc2c(c1)C(=O)N(C)[C@H]1CC[C@H](CC(=O)N[C@H](C)c3ccccc3)O[C@H]1CO2	5	2	0.4	3	-1	-6	0	1.5
CC(=O)Nc1ccc(S(=O)(=O)N2CCC(C(=O)NCc3cccnc3)CC2)cc1	2	-2	0.2	10	2	4	7	-2.0
Cc1ccc(OCc2ccc(C(=O)NCC3CCCO3)cc2)cc1 (stereo not drawn)	x	0	0.0	-29	3	-8	-10	x
CC(=O)c1c(-c2ccccc2)c2cc([N+](=O)[O-])ccc2[nH]c1=O	-4	1	-0.1	21	-8	16	-18	1.2
COC(=O)c1cc(NS(=O)(=O)c2ccc(NCc3cccnc3)c(N)c2)cc(C(=O)OC)c1	-1	x	0.1	28	x	x	1	x
C[C@H]1CN([C@@H](C)CO)C(=O)c2cccc(NC(=O)c3ccncc3)c2O[C@H]1CN(C)C(=O)Nc1ccc2c(c1)OCO2	2	-4	0.0	x	-8	-91	14	-3.1
COc1ccc(CN(C)C[C@@H]2Oc3ccc(NC(=O)Cc4ccccc4)cc3C(=O)N([C@@H](C)CO)C[C@H]2C)cc1	-7	1	0.1	16	-3	x	2	0.3
Cc1coc2c(C)c3oc(=O)c(CCC(=O)NCCC(=O)O)c(C)c3cc12	18	0	0.0	6	4	4	-4	0.9
COc1cc(F)ccc1S(=O)(=O)N1CCN(c2ccccc2)CC1	0	-4	0.5	-2	-6	-4	20	-3.0
Cn1c(/N=C/c2ccccc2[N+](=O)[O-])nc2ccccc21	-3	-5	0.0	-5	0	23	-7	0.2
CC(=O)c1ccc(OCc2cc(C(=O)N(C)Cc3ncc(C)[nH]3)no2)cc1	0	-1	0.3	10	-1	x	-3	3.3
CC1CCCCN1C(=O)CN(C)S(=O)(=O)c1cccc2nsnc12 (stereo not drawn)	-3	-1	0.3	-5	-2	-4	x	-2.0
C[C@@H]1CN([C@H](C)CO)C(=O)Cc2cc(NS(=O)(=O)c3ccc(F)cc3)ccc2O[C@H]1CN(C)CC1CCCCC1	9	2	0.2	x	-2	12	-10	-2.4
c1ccc(CN2CCN(CCOCCOc3cccc4ccccc34)CC2)cc1	7	1	0.0	7	0	-10	7	-1.7
O=S(=O)(Cc1ccccc1)N1CCNCC1	25	-7	0.2	-6	1	-1	25	1.1
CCN(CC(=O)Nc1ccc2c(c1)OCCO2)C(=O)CN1C(=O)NC(C)(c2ccc(C)cc2)C1=O (stereo not drawn)	-16	-5	0.4	17	10	3	x	1.9
C[C@@H]1CCCCO[C@H](CN(C)CC2CCCCC2)[C@H](C)CN([C@H](C)CO)C(=O)c2cc(NC(=O)Cc3ccccc3)ccc2O1	-3	4	-1.1	0	-10	-11	-18	-3.6
COc1ccccc1CNC(=O)C[C@@H]1C[C@@H]2c3cc(NS(C)(=O)=O)ccc3O[C@@H]2[C@H](CO)O1	9	4	0.1	-16	10	1	0	-1.7
Cc1noc(C)c1S(=O)(=O)Nc1ccc2c(c1)C(=O)N([C@H](C)CO)C[C@H](C)[C@@H](CN(C)C(=O)NC1CCCCC1)OCCCC[C@H](C)O2	-3	9	0.3	2	3	7	-6	-2.2
O=[N+]([O-])c1cccc(CNC2CCCCCC2)c1	-5	3	0.1	6	1	9	10	-1.6
COc1ccc(NC(=O)CC2C(=O)Nc3ccccc3N2CC(=O)N2CCCC2)cc1 (stereo not drawn)	x	-7	0.1	12	1	-1	3	3.9
Cc1cc(C[n+]2ccsc2N)c2ncccc2c1	-8	-4	0.1	-15	12	5	10	2.1
CCNC(=O)[C@@H]1[C@@H](CO)[C@@H]2Cn3c(ccc(C4=CCCCC4)c3=O)[C@H]1N2CCC(F)(F)F	x	-2	0.7	x	11	0	-1	-0.1
COc1cccc(/C=N/N(C)C2=NS(=O)(=O)c3ccccc32)c1O	13	-3	-0.1	1	1	1	15	1.4
C[C@H]1CN([C@@H](C)CO)C(=O)c2cc(-c3ccccc3)cnc2O[C@@H]1CN(C)C	-8	-1	-1.2	x	3	-12	17	-5.5
CC1CCN(C(C)C(=O)Nc2ccc(S(=O)(=O)N3CCCC3)cc2)CC1 (stereo not drawn)	-2	-4	0.1	-4	u	6	2	1.6
COC(=O)c1sccc1NC(=S)N1C(C)CCCC1C (stereo not drawn)	-7	-6	-0.1	32	-2	-5	-5	-1.1
Cc1ccc(CCNC(=O)c2cccc(NC3=NC4CS(=O)(=O)CC4S3)c2)cc1 (stereo not drawn)	-4	0	-0.2	-9	-1	-3	-7	-0.7
Cc1cccc2sc(NC(=O)c3ccc(NS(=O)(=O)c4cccs4)cc3)nc12	-1	x	0.0	-5	x	x	-23	x
CC(C)CC(NC(=O)C1CCCCC1)C(=O)NC(C)c1ccccc1 (stereo not drawn)	-3	3	0.1	10	1	-10	-19	-0.6
COc1cccc(-n2cnnc2SC(C)C(=O)NC2CCCC2)c1 (stereo not drawn)	0	6	-0.6	15	u	-1	17	-1.0
COc1cc(NC(=O)CN(C)S(=O)(=O)c2cccs2)cc(OC)c1	x	-11	0.0	-4	-2	-9	4	-0.3
CCOC(=O)c1ccc(NC(=S)NNC(=O)c2cc(-c3cccnc3)nc3ccccc23)cc1	10	-15	0.3	-10	9	x	-9	-0.7
O=C(Cc1cccc2ccccc12)NCC(=O)N1CCN(CC(=O)Nc2ccc(F)cc2)CC1	x	-10	-0.1	37	10	3	-7	-2.9
Cc1cc(N2CC(C)OC(C)C2)nc(C(C)C)n1 (stereo not drawn)	-3	1	0.0	15	5	10	-9	-0.5
O=C(NCC(c1ccco1)N1CCN(c2ccc(F)cc2)CC1)C1CCCCC1 (stereo not drawn)	-4	-3	0.1	1	-5	-1	-38	0.4
O=C(NCCc1nnc2ccc(NCc3ccc(F)cc3)nn12)c1ccccc1	0	2	-0.1	8	5	-6	20	-1.5
COc1ccc(-c2cn[nH]c2-c2ccc(OCc3ccc([N+](=O)[O-])cc3)cc2O)cc1	-25	1	0.1	-15	-5	0	12	x
CC(C)CC#Cc1cnc2c(c1)C(=O)N([C@H](C)CO)C[C@H](C)[C@@H](CN(C)C(=O)c1ccc3c(c1)OCO3)O2	2	-2	0.5	x	6	-8	-34	-3.0
